# JMJD2E inh: inhibitors of human JMJD2E histone demethylase. actives 1.6% (n = 230,000). B2RXH2. JMJD2E catalytic domain, FDH-coupled NADH fluorescence (FDH is formaldehyde dehydrogenase). Potency, µM (series often up to 57.1 µM), without a hit: top-dose activity change, negative = inhibition, hits mostly inhibitors. AID 2147; active = well fitted inhibition curve with a large enough effect, not every such curve was filed as active; inconclusive = small, poorly fitted or top-dose-only effect, or another doubt; inactive = no such curve, though single readings can be large or run the other way;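 note: 0% = wells with enzyme and -100% = buffer wells without enzyme; nearly all actives have a fitted effect of over 50% in size; many of its hits are not listed in these tables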
# Target sequence (B2RXH2 1-337 limits assumed): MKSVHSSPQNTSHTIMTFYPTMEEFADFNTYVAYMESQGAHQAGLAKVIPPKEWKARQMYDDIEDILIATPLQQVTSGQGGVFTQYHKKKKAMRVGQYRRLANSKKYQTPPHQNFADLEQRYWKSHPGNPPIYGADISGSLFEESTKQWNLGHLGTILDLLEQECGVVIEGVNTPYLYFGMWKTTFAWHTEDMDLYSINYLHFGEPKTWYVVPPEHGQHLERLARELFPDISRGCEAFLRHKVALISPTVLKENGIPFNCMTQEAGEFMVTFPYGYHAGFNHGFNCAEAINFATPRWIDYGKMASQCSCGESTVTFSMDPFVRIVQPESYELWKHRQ
# Tau fluor counter: counter-screen for tau fibril formation inhibitors. tau K18 P301L Alexa594 fluorescence, heparin fibrillization. Potency, µM (doses to about 57.7 µM), without a hit: at the highest dose activity change, negative = decrease. actives 0.93% (n = 280,000); note: % is set by controls: 0 for no effect and ±100 for the full control effect; nearly all actives have a fitted effect of over 55% in size
#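 Human K18 P301L tau (15 uM unlabeled plus 0.24 uM Alexa 594-labeled, final) in 100 mM sodium acetate pH 7 was mixed with compound and 20 uM heparin and incubated 6 hr at 37 C.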
# ALDH1A1 block: ALDH1A1 (human) enzyme inhibition. P00352. actives 7.3% (n = 220,000). Purified ALDH1A1, NADH fluorescence, propionaldehyde substrate. AID 1030. Potency, µM (top dose mostly 75.3 µM), for the others: at the top dose activity, negative = inhibition, hits mostly inhibitors; active = well fitted inhibition curve with a large enough effect, not every such curve was filed as active; inconclusive = small, poorly fitted or top-dose-only effect, or another doubt; inactive = no such curve, though single readings can be large or run the other way;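 note: plate controls were no enzyme wells and a reference inhibitor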
# Target sequence (P00352 whole entry, looked up): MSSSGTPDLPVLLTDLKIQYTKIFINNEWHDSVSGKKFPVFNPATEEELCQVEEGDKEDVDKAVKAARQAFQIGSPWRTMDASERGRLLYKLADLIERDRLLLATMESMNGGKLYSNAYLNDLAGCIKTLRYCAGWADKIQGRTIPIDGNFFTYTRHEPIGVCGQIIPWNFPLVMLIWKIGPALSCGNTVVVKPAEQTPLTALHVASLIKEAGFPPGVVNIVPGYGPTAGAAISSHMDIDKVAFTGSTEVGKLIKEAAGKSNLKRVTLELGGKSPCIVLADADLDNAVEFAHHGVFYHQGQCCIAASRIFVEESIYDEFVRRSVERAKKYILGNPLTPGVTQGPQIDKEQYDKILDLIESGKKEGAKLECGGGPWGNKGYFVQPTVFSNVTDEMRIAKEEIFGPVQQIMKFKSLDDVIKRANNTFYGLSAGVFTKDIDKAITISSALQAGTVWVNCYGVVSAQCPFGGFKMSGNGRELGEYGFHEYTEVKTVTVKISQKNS
# Tau ThT inhib: blocks human tau fibril formation measured by thioflavin T | P10636 | recombinant tau K18 P301L (four-repeat tau fragment), heparin-induced fibrillization, ThT fluorescence | Potency, µM (top dose mostly 57.4 µM), inactives show at the top dose activity, negative = inhibition, hits mostly inhibitors | actives 2.1% (n = 270,000) | AID 1460; note: % is set by controls: 0 for no effect and ±100 for the full control effect; nearly all actives have a fitted effect of over 55% in size
# Target sequence (P10636 561-689 P618L limits assumed): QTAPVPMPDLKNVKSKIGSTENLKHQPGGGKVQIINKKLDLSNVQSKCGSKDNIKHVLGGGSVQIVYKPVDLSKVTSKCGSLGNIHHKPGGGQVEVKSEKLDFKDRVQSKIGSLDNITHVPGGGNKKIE
#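 Heparin-induced (20 uM) aggregation of recombinant human K18 P301L tau, 15 uM unlabeled with 0.24 uM labeled, pH 7 acetate buffer, 6 hr at 37 C with compound. Fibrils quantified by 30 uM ThT fluorescence after 1 hr ambient incubation.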
# SMN2 splice enh: increases expression of the SMN2 splice variant; HEK293 SMN2-luciferase splicing reporter, luminescence, 30-36 h; Potency, µM (series often up to 46.1 µM), without a hit: top-dose activity change, positive = activation, most hits filed as activators; actives 2.8% (n = 210,000); note: % of control where 0% means no effect; nearly all actives have a fitted effect of over 55% in size
#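 HEK293 cells carry an SMN2 minigene-luciferase reporter in which exon 7 inclusion puts luciferase in frame. Cells were seeded at 2000 cells/well, attached for 10-12 hours, then exposed to compounds for 30-36 hours at 37C before ONE-Glo luminescence.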
# HTT aggregate: inhibitors of mutant huntingtin aggregate formation in PC12 cells; PC12 HttQ103-GFP aggregates, Acumen cytometry, 40 h; actives 1.1% (n = 220,000); Potency, µM (highest dose often 46.1 µM), for the others: at the highest dose activity change, negative = inhibition, most hits filed as inhibitors; note: % is set by controls: 0 for no effect and ±100 for the full control effect; nearly all actives have a fitted effect of over 60% in size
#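 Huntingtin Q103 exon 1–GFP aggregates in induced PC12 cells (100 nM tebufenozide) were quantified by cytometry from lysates, with compounds dosed in titration.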
# Tau FP inhib: tau fibrillization inhibition (FP). actives 0.39% (n = 280,000). K18 P301L tau heparin fibrillization, Alexa594 FP, 6 h. AID 1468. P10636. Potency, µM (top dose mostly 57.7 µM), without a hit: top-dose activity, negative = inhibition, most hits filed as inhibitors; note: % is set by controls: 0 for no effect and ±100 for the full control effect; nearly all actives have a fitted effect of over 55% in size
#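 FP of Alexa 594-tau after heparin (20 uM) induction. Substrate: human K18 P301L, 15 uM unlabeled, 0.24 uM labeled. Buffer 100 mM sodium acetate pH 7. 6 hr, 37 C.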
# HTT cytoprotect: protects HTT-Q103 PC12 cells, measured by ATP; actives 0.14% (n = 230,000); Potency, µM (series often up to 56.4 µM), inactives show cytoprotection (ATP increase), most hits filed as activators; PC12 HTT-Q103 induced, cytoprotection, ATP luminescence, 40 h; AID 1471;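 note: % of control where 0% means no effect; nearly all actives have a fitted effect of over 45% in size; toxic huntingtin expression switched on by the ecdysone agonist tebufenozide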
#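 PC12 cells stably carrying ecdysone-inducible Htt exon 1 (Q103)–GFP were induced with 100 nM tebufenozide (final) alongside library compounds in a dose series. Cytoprotection was scored as retained ATP by ATPlite luminescence.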
# Active calls of the source: *; ? = inconclusive; nt = not tested or not shown; & = joins results of further samples; [ ] = remark or other dose. Unless noted, calls come from the whole dose curve; as a rule, active = well fitted curve in the direction sought with a large enough effect; inconclusive = small, poorly fitted or top-dose-only effect, or another doubt; inactive = no such curve, though single readings can be large; an effect the other way counts as inactive or inconclusive. Potency is the fitted concentration of half-maximal effect.
# Sample of the layout, 3 compounds:
Molecule,Tau FP inhib,SMN2 splice enh,HTT aggregate,ALDH1A1 block,Tau fluor counter,HTT cytoprotect,JMJD2E inh,Tau ThT inhib
O=C(C(Cc1ccccc1)n1cccc1)N1CCCCCC1 (stereo unspecified),-5%,-1%,2%,-2%,0%,1%,-6%,6%
COc1cccc(C2NC(=O)NC(C)=C2C(=O)OCC2CCCO2)c1 (stereo unspecified),-4%,-3%,14%,0%,1%,-20%,0%,-3%
CCCOc1nc(N)c(C#N)c(-c2ccccc2F)c1C#N,1%,-14%,15%,1µM*,-15%,-6%[10 µM],-10%,2%

# All compounds of this part, previewed entries included:
Molecule,Tau FP inhib,SMN2 splice enh,HTT aggregate,ALDH1A1 block,Tau fluor counter,HTT cytoprotect,JMJD2E inh,Tau ThT inhib
O=C(C(Cc1ccccc1)n1cccc1)N1CCCCCC1 (stereo unspecified),-5%,-1%,2%,-2%,0%,1%,-6%,6%
COc1cccc(C2NC(=O)NC(C)=C2C(=O)OCC2CCCO2)c1 (stereo unspecified),-4%,-3%,14%,0%,1%,-20%,0%,-3%
CCCOc1nc(N)c(C#N)c(-c2ccccc2F)c1C#N,1%,-14%,15%,1µM*,-15%,-6%[10 µM],-10%,2%
Nc1c(C(=O)NCc2ccccc2)nnn1Cc1ccccc1,-13%,9%,-10%,14%,-16%,-21%,-10%,-12%
COc1ccc(S(=O)(=O)N2CCN(Cc3ccc(Cl)cc3)CC2)cc1,1%,-92%[inhibitor],2%,?,-15%,11%[1.9 µM],-29%,-14%
COc1ccc(C(C[N+](=O)[O-])c2c(-c3ccccc3)cc3ccccn23)cc1 (stereo unspecified),2%,?,-8%,?,-3%,13%,-1%,-6%
Cc1cc(NC(=O)c2cccnc2)ccc1NC(=O)c1ccco1,-6%,-7%,-3%,7%,2%,8%,-6%,-1%
CC(C)OC(=O)CC12CN3CC(CC(=O)OC(C)C)(CN(C1)C(=O)c1ccccc1C3=O)C2=O,-3%,2%,5%,-10%,-4%,1%,8%,-1%
COc1ccc(C(=O)Nc2cc(C(C)C)c(O)c(S(=O)(=O)c3ccc(Cl)cc3)c2C)cc1,?,11µM*,nt,nt,-18%,nt,nt,-8%
CCn1c(SCC(=O)N/N=C/c2c[nH]c3ccccc23)nnc1-c1ccc(C)cc1,16%,-71%[inhibitor],3%,?,?,-8%,-1%,?
CCC(C)c1ccc(NC(=O)CSc2nncn2N)cc1 (stereo unspecified),1%,-11%,15%,?,-5%,7%,1%,-1%
CCOC(=O)c1c(C)nc2cc(C)ccn12,-3%,-22%,10%,-2%,-2%,-6%,-5%,-5%
COC(=O)C(CC(C)C)NC(=O)C(Cc1ccccc1)NC(=O)C1CCCN1C(=O)OC(C)(C)C (stereo unspecified),2%,nt,-18%[9.22 µM],-1%,-2%,-6%[10 µM],-3%,-2%
O=c1cc2[nH]c3ccccc3c(=O)n2nc1-c1ccccc1,-17%,22%,15%,?,-20%,-28%,?,?
C1=C(CCNCC2CCCCC2)CCCC1,3%,-8%,3%,-8%,-2%,-8%,-7%,-3%
CCCCC(=O)Nc1ccc(NC(=O)c2ccc([N+](=O)[O-])cc2)cc1OC,-3%,-6%,2%,1%,-19%,-5%[10 µM],5%,?
CN(C)CCCc1cc(C(=O)Nc2ccc(-c3ccncc3)cc2)ccc1O,-2%&-9%,-2%,nt,?,-1%&-8%,?,-4%,?
CC(C)(CO)NCc1cccc(OCc2ccc(Cl)cc2)c1,13%,3%,-19%,-1%,-7%,nt,1%,-11%
O=C1NCCCC1C(=O)N/N=C/c1ccccc1O (stereo unspecified),-6%,11%,-11%,-5%,-2%,2%[10 µM],?,-1%
O=C(CSc1nnnn1-c1cccc2c1CCCC2)N1CCOCC1,-5%,-16%,2%,7.9µM*,2%,-8%[10 µM],3%,9%
CC1CCC(NC(=O)C2CCC(CNc3c(N4CCCCC4)c(=O)c3=O)CC2)CC1 (stereo unspecified),10%,nt,-21%[9.22 µM],nt,3%,9%[10 µM],-6%,4%
C[N+]1(CC(=O)OCCCc2ccccc2)CCCC1,-2%,-5%,-11%,-6%,-2%,15%[10 µM],?,-3%
COc1ccc(-c2nnc(NC(=O)CSc3ccc(C)cc3)s2)cc1OC,1%,21%,6%,-5%,13%,20%[10 µM],?,0%
COc1ccccc1CN1C(=O)C2CC=CCC2C1=O (stereo unspecified),-4%,5%,7%,-2%,-5%,-24%,3%,-5%
CCN(CC)S(=O)(=O)c1cccc(C(=O)N[C@H](C(=O)OCC(N)=O)C(C)C)c1,5%,10%,-4%,14%,-1%,12%,4%,1%
Cc1ccc(NC(=O)c2ccc(CSc3ccccn3)cc2)c(O)c1,19%,nt,21%[9.22 µM],1%,18µM*[quencher],14%[10 µM],-6%,?
Cc1n[nH]c(C)c1CCC(=O)N/N=C/c1cccc([N+](=O)[O-])c1,10%,3%,26%,1%,1%,12%[10 µM],6%,-2%
Cc1onc(-c2c(F)cccc2Cl)c1-c1nnc(-c2cccc3ccccc23)o1,?,nt,-5%[9.22 µM],nt,6%,-1%[10 µM],-12%,5%
Cc1cccc(N(CC(=O)N(C)Cc2ccccc2)S(=O)(=O)c2ccccc2)c1C,1%,-2%,nt,nt,-12%,nt,nt,-17%
Cc1nc2ccccc2n1CCc1nc2c3ccccc3nc(SCC#N)n2n1,-9%,1%,9%,2%,-3%,35%,3%,-13%
COc1cccc(-c2nn3c(-c4cc(C)[nH]n4)nnc3s2)c1,-7%,-35%[inhibitor],-16%,1%,-8%,-77%[inhibitor][0.074 µM],7%,?
Nc1c(C(O)(C(F)(F)F)C(F)(F)F)ccc2ccccc12,15%,-6%,12%,?,?,1%,?,-11%
CC(=O)c1ccc(NC(=O)CN(C)S(=O)(=O)c2cccc3nsnc23)cc1,0%,21%,nt,nt,-8%,nt,nt,-5%
CC(C)CC(NC(=O)C1CCC(C)CC1)C(=O)OCC(=O)c1ccc(Cl)cc1 (stereo unspecified),-6%,2%,nt,nt,-5%,nt,nt,-3%
CNC(=S)N/N=C/c1cccc(OCc2ccccc2F)c1,-13%,1%,-21%,12%,-25%,7%[0.074 µM],1%,-5%
CN(C)/C=C(\C=O)c1onc(-c2ccccc2Cl)c1C#N,-7%,-5%,-6%,?,-13%,-26%,?,-10%
COc1cccc(N(C(=O)C2CSC(=O)C2)C(C(=O)NC(C)(C)C)c2ccncc2)c1 (stereo unspecified),2%,nt,17%[9.22 µM],10%,0%,9%[10 µM],1%,-1%
CN1CCC2(CCN3CCc4c(oc5ccccc45)C3C2)N(C)C1=O (stereo unspecified),0%,-40%[inhibitor],nt,1%,-4%,nt,-6%,-8%
Cc1c(CN2CCCCC2)c(O)n(CCO)c(=O)c1C#N,?,1%,-6%[9.22 µM],?,-18%,-1%[10 µM],-7%,?
CN1CCN(/C(=N\S(=O)(=O)c2ccc(F)cc2)c2ccccc2)CC1,6%,-12%,15%,7%,3%,12%,2%,-4%

# Four structures from above, arranged by formula weight, ascending:
Molecule,Tau FP inhib,SMN2 splice enh,HTT aggregate,ALDH1A1 block,Tau fluor counter,HTT cytoprotect,JMJD2E inh,Tau ThT inhib
O=c1cc2[nH]c3ccccc3c(=O)n2nc1-c1ccccc1,-17%,22%,15%,?,-20%,-28%,?,?
Nc1c(C(O)(C(F)(F)F)C(F)(F)F)ccc2ccccc12,15%,-6%,12%,?,?,1%,?,-11%
CN(C)CCCc1cc(C(=O)Nc2ccc(-c3ccncc3)cc2)ccc1O,-2%&-9%,-2%,nt,?,-1%&-8%,?,-4%,?
Cc1nc2ccccc2n1CCc1nc2c3ccccc3nc(SCC#N)n2n1,-9%,1%,9%,2%,-3%,35%,3%,-13%

# (continued)
Molecule,Tau FP inhib,SMN2 splice enh,HTT aggregate,ALDH1A1 block,Tau fluor counter,HTT cytoprotect,JMJD2E inh,Tau ThT inhib
C=CCn1c(=O)c2ccccc2n2c(SCC(N)=O)nnc12,6%,-9%,-16%,5%,4%,-1%,-4%,6%
O=C(C1CCC(CNc2nc(=S)[nH]c3ccccc23)CC1)N1CCN(c2ccccn2)CC1 (stereo unspecified),?,-38%[inhibitor],-25%,?,-16%,-66%[inhibitor][0.074 µM],11%,-9%
COc1nc(-c2ccccc2)ccc1-c1noc(COc2ccccc2)n1,-9%,-17%,-10%,?,-20%,-20%,?,?
Cc1ccc(SCC(=O)c2ccc[nH]2)cc1,9%,?,11%,-2%,5%,1%[10 µM],4%,1%
CC(=O)c1cccc(NC(=O)C(OC(=O)/C=C/c2ccc3c(c2)OCO3)c2ccccc2)c1 (stereo unspecified),?,0%,-16%,?,?,18%,?,-12%
CC(=O)c1cc2c(cc1N)OCO2,6%,-18%,6%,3%,-3%,5%[0.074 µM],-25%,-7%
COc1ccc(NC(=O)CN(c2ccc(C)cc2)S(=O)(=O)c2c(C)nn(C)c2C)cc1OC,-1%,-1%,3%,2%,-8%,6%,0%,-3%
CCOc1ccc(CNc2ccc(CNc3ncn[nH]3)cc2)cc1,9%,-30%,20%[9.22 µM],-1%,-29%,-88%[inhibitor],-3%,?
COc1ccc(CNC(=O)Cn2nc(C(F)(F)F)cc2C)cc1,-8%,nt,-9%[9.22 µM],10%,-14%,-20%[10 µM],6%,-15%
COc1ccc(CN2CCN(c3cc(C)nc4c5c(C)cc(C)nc5nn34)CC2)cc1F,6%,-4%,25%[9.22 µM],7%,8%,-6%,?,2%
Cc1nn(CC(=O)O)c(=O)c2ccccc12,6%,12%,-20%,-3%,4%,17%,1%,-2%
COc1ccc(NC(=S)Nc2ccc(S(N)(=O)=O)cc2)c(C)c1,-3%,nt,2%,-14%,-6%,-11%,-6%,-10%
Cc1cc(C)cc(OCC(=O)Nc2nc(-c3ccc(F)cc3)ns2)c1,-12%,1%,nt,nt,-8%,nt,nt,7%
Cc1cccc(NC(=O)NCc2ccc3[nH]c(C)cc3c2)c1,?,17%,6%,-1%,?,-24%,-2%,-18%

# An excerpt. The share of hits here may be higher or lower than overall.
